Source: PubChem BioAssay (National Center for Advancing Translational Sciences (NCATS))
KAT2A inh: inhibitors of human GCN5L2 histone acetyltransferase; Q92830; GCN5L2 HAT assay, ThioGlo1 CoA-SH fluorescence; Potency, µM (series often up to 58.9 µM), for the others: at the top dose activity change, negative = inhibition, usual class: inhibitors; 390,000 tested, 0.21% active; AID 504327
Target sequence (Q92830 whole entry, looked up): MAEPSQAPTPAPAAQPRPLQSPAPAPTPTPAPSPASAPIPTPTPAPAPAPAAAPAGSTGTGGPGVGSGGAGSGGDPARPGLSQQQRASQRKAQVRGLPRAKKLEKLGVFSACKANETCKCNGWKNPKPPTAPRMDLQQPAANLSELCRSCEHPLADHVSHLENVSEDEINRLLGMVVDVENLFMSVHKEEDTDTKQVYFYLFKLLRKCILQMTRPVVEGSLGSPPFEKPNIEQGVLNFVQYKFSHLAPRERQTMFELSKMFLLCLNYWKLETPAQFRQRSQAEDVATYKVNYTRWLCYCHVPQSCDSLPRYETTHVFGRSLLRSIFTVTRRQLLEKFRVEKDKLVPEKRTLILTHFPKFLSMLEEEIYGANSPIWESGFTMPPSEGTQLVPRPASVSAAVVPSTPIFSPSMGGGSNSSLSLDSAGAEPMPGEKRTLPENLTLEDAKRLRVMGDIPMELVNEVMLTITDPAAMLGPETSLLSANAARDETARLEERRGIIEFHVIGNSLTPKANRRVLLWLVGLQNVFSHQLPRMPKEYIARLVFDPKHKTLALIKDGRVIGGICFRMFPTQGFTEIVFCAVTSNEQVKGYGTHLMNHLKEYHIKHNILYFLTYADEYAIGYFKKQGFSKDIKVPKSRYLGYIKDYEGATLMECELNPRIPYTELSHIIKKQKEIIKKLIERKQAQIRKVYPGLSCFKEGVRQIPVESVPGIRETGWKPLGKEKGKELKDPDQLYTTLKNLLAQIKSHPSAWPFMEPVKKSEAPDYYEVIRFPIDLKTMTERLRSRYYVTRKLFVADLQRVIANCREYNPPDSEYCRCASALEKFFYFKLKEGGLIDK
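Compounds, pin-transferred from DMSO stocks, meet 20nM GCN5L2 for 15 min before the reaction begins with H3(1-25) peptide (75uM) and acetyl-CoA (70uM). Thiol-reactive ThioGlo1 reports CoA release over 20 min at room temperature.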
DT40 TDP1 CPT: DT40-hTDP1 cell growth loss with CPT; chicken DT40 Tdp1-/-;hTDP1 cells + 20 nM CPT, ATP luminescence, 48 h; Potency, µM (titrated, usually from 46.2 µM), for the others: at the highest dose activity change, negative = growth inhibition, most hits filed as inhibitors; 420,000 tested, 12% active; AID 686979; further: nearly all actives have a fitted effect of over 55% in size
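Chicken DT40 Tdp1-/- cells complemented with human TDP1, 400 cells/well, exposed to compounds plus 20 nM camptothecin for at least 48 h at 37 C; viability read as ATP content by CellTiter-Glo luminescence.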
TDP1 cell noCPT: qHTS for Inhibitors of human tyrosyl-DNA phosphodiesterase 1 (TDP1): qHTS in cells in absence of CPT | DT40 Tdp1-/- hTDP1 cells, no CPT, ATP luminescence, 48 h | Potency, µM (series often up to 46.2 µM), without a hit: top-dose activity change, negative = growth inhibition, most hits filed as inhibitors | 420,000 tested, 15% active | AID 686978, 2013; further: nearly all actives have a fitted effect of over 55% in size
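Growth kinetics read by CellTiter-Glo luminescence after ≥48 hr at 37 °C. Cells: DT40 Tdp1-/- stably carrying human TDP1, 400 per well, compound exposure in the absence of CPT (DMSO vehicle).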
* hit, by the source's call; ? = inconclusive; · = not tested or not shown; & = joins results of further samples. The call rests on the fitted dose curve; in most records, active means well fitted curve in the direction sought with a large enough effect; inconclusive means small, poorly fitted or top-dose-only effect, or another doubt; inactive means no such curve, though single readings can be large; an effect the other way counts as inactive or inconclusive. On the % scale 0 is the no-effect control and ±100 the full control effect; potency means the concentration at half of the fitted maximal effect.

SMILES	KAT2A inh	DT40 TDP1 CPT	TDP1 cell noCPT
O=C(CC(Cc1ccccc1)c1ccco1)NCc1ccco1 (centres undefined)	-5%	5%	-15%
O=C(Nc1ccc(Cl)c(S(=O)(=O)N2CCOCC2)c1)c1n[nH]c(=O)c2ccccc12	1%	-14%	10%
COc1ccc(C(O)(C2CCCCC2)C(CN2CCOCC2)c2ccccc2)cc1 (centres undefined)	3%	26µM*	?
O=C(CC(c1ccccc1)c1ccccc1)N1CCN(c2ccccn2)CC1	1%	?	18µM*
Cn1c(=O)c2c(nc(CN3CCN(c4ccccc4F)CC3)n2CCCc2ccccc2)n(C)c1=O	·	16µM*	21µM*
CCC(=O)Nc1ccccc1C(=O)N1CCN(Cc2ccccc2)CC1	2%	-9%	-25%
COc1ccc(NC(=O)CSCC(=O)N(C)CCOc2ccc(Cl)cc2)cc1	-1%	?	?
O=C(NCCCN1CCCC1=O)c1cc2c(s1)CCCCC2	-18%	-3%	6%
COc1ccc2nc(C)cc(SCC(=O)N/N=C/c3ccc(O)c(O)c3)c2c1	-4%	?	29µM*
CCOC(=O)c1ccccc1NC(=O)CSc1nc2ccncc2[nH]1	-6%&-5%	?	?
O=C(CSc1nnc(-c2ccc(F)cc2)c2ccccc12)Nc1ccccc1	-25%	?	?
CC1CC(C)(C)NCCNC(C)CC(C)(C)NCCN1 (centres undefined)	-12%	4%	6%
COC(=O)c1cc2sc(Cl)cc2n1CC(=O)Nc1ccc(OC)c(OC)c1OC	-9%	-8%	-2%
CC(=O)c1c(C)[nH]c(C(=O)OCC(=O)c2ccc(Br)cc2)c1C	·	?	18µM*
COc1cccc(Nc2ncccc2C(=O)O)c1	-17%	0%	-2%
CCOCC(=O)Nc1ccc(S(=O)(=O)N2CCC(c3nc4ccccc4[nH]3)CC2)cc1	1%	-24%	?
Oc1ccc(Cl)cc1CNc1cccc2cccnc12	-2%	?	?
CCOC(=O)N/N=C/C(Cl)=C/c1ccccc1	-4%	-26%	?
COc1ccc(/C=C\C(=O)NC2CC(=O)N(c3ccccc3)C2)cc1OC (centres undefined)	-3%	-22%	-23%
COc1cccc(-c2cc(=O)c3ccc(OC)cc3o2)c1	-5%	?	-27%
CCOC(=O)c1cn(Cc2cccc(Cl)c2)nn1	2%	1%	-5%
CCOc1ccccc1NC(=O)c1cccc(S(=O)(=O)N(Cc2ccccc2)c2ccccc2OC)c1	-12%	21µM*	16µM*
COc1ccc(C(=O)OCCOc2cccc(Cl)c2)cc1S(=O)(=O)N1CCOCC1	2%	?	?
CCC(C)c1ccc(NC(=O)c2cnn3c(C(F)F)cc(C)nc23)cc1 (centres undefined)	-11%	-6%	-26%
CNC(=O)c1sc(-c2cccs2)nc1C	-5%	15%	-4%
SMILES	KAT2A inh	DT40 TDP1 CPT	TDP1 cell noCPT
O=C(CCSc1ccccn1)c1ccccc1	2%	2.3µM*	2.6µM*
O=C(Nc1ccc(Br)cc1Cl)c1cnn2c1NC(=C1CC1)C=C2C(F)F	·	-5%	-6%
Cc1oc(-c2ccccc2Cl)nc1Cn1cccc1C1=NC(c2ccccc2)CO1 (centres undefined)	-9%	?	?
O=C(O)CNc1nc(-c2ccccc2)nc2ccccc12	-15%	-7%	-15%
CCCNC(=O)c1ccc(OC)cc1OC	-5%	1%	-13%
CC(=O)Nc1ccc(NC(=O)c2sc(-c3ccccc3)nc2C)cc1	-3%	?	?
CS(=O)(=O)c1ccc(Cl)c(NC(=O)COC(=O)CNC(=O)c2sc3ccccc3c2Cl)c1	-5%	-4%	-6%
Cn1cc(C(=O)NCN2CCCCC2)c2ccccc21	1%	-24%	-2%
O=C(Nc1nccs1)c1cn2ccccc2n1	3%	-5%	-3%
CCCCn1nnnc1C(c1cc2ccccc2o1)N1CCN(C(=O)OC(C)(C)C)CC1 (centres undefined)	·	?	?
Cc1nc2ccccc2n1C(=O)c1ccccc1[N+](=O)[O-]	3%	?	-6%
Cc1cc(OCc2cccc(S(=O)(=O)N3CCOCC3)c2)ccc1Cl	-17%	?	?
CCC1CCc2c(sc(NC(=O)C3c4ccccc4Oc4ccccc43)c2C(=O)OC)C1 (centres undefined)	-5%	?	10µM*
Cc1cc(C)c(S(=O)(=O)NCC(c2ccc3c(c2)OCO3)N2CCOCC2)c(C)c1 (centres undefined)	-15%	0%	?
Cc1nc(C)c(C(=O)N2CCCC(C(=O)c3ccc(Cl)cc3C)C2)s1 (centres undefined)	-2%	18µM*	?
O=C(COC(=O)CCC1CCCC1)Nc1cccc(S(=O)(=O)N2CCOCC2)c1	-10%	-20%	-27%
COC(=O)[C@H](CC(C)C)NS(=O)(=O)NC(=O)OC(C)(C)C	·	-15%	0%
COc1ccc([C@H]2CC(=O)C=C(c3cc(C=O)ccc3OC)C2)cc1OC	-12%	?	?
CCc1cc(=O)oc2c3c(c(Cl)cc12)OCN(Cc1cccc(OC)c1)C3	-24%	-24%	-19%
COc1ccc(-n2c(SC3CCOC3=O)nc3ccccc3c2=O)cc1Cl (centres undefined)	-11%	13µM*	?
O=C(NCc1cccnc1)C1CCN(S(=O)(=O)N2CCC3(CC2)OCCO3)CC1	-7%	12%	-4%
Cc1nc2ccc(C(=O)NCc3ccc4c(c3)OCO4)cc2s1	-6%	-10%	-30%
CC(=O)Nc1ccc2c(c1)nc1n2CCOC1	1%	11%	0%
CC1(C)CC(=O)C=C(NNC(=O)c2ccccc2)C1	-2%	-1%	-13%
O=C(NCC(=O)N1CCN(C(=O)c2ccco2)CC1)c1ccc(Br)cc1	-20%	1%	-4%

A different layout for some results above:
| Molecule | KAT2A inh | DT40 TDP1 CPT | TDP1 cell noCPT |
| --- | --- | --- | --- |
| COc1ccc(-n2c(SC3CCOC3=O)nc3ccccc3c2=O)cc1Cl (centres undefined) | -11% | 13µM* | ? |
| COC(=O)[C@H](CC(C)C)NS(=O)(=O)NC(=O)OC(C)(C)C | · | -15% | 0% |
| Cn1cc(C(=O)NCN2CCCCC2)c2ccccc21 | 1% | -24% | -2% |
| O=C(NCc1cccnc1)C1CCN(S(=O)(=O)N2CCC3(CC2)OCCO3)CC1 | -7% | 12% | -4% |
| Cc1nc(C)c(C(=O)N2CCCC(C(=O)c3ccc(Cl)cc3C)C2)s1 (centres undefined) | -2% | 18µM* | ? |

Further results follow:
SMILES	KAT2A inh	DT40 TDP1 CPT	TDP1 cell noCPT
CN1Cc2cccc3c2C(Cc2ccccc2S3)C1 (centres undefined)	3%	?	?
Cc1c(O)ccc(C(=O)CN2CCN(Cc3ccc4c(c3)OCO4)CC2)c1O	-1%	?	?
CC1CCCN(c2ccc(C(=O)OCC(=O)N3c4ccccc4Sc4ccccc43)cc2[N+](=O)[O-])C1 (centres undefined)	-3%	18µM*	23µM*
Cc1cccc(C(=O)Nc2ccc(NC(=O)Cc3ccc(Cl)cc3)cc2)c1	0%	-5%	-3%
CCC(CC)COC(=O)C1=C(C)NC(=O)NC1c1cc(OC)ccc1OC (centres undefined)	-5%	-27%	?
CCCCCCOc1ccc(-c2ccc(C#N)cn2)cc1	-4%	-26%	-20%
COc1ccc(CNC(=O)CN2C(=O)NC3(CCCCCCC3)C2=O)cc1	-5%	2%	-14%
O=C(C[n+]1ccnc2ccccc21)c1ccc(Cl)cc1	·	15%	?
CCOC(=O)CSc1cc(C)nc2ccc(OC)cc12	2%	22%	-19%
O=C(NCCC1=CCCCC1)c1coc(=O)c(Br)c1	-2%	0.12µM*	0.37µM*
OC(CC1CC12c1ccccc1-c1ncccc12)(c1ccccc1)c1ccccc1 (centres undefined)	-11%	?	16µM*
O=C(Cn1c(=O)n2nc(-c3cccc(F)c3)nc2c2ccccc21)N1CCN(c2ccc(F)cc2)CC1	-10%	1%	-18%
CC(=O)Nc1ccc2c(c1)C(=O)N(c1cccc3ccccc13)C2=O	3%	0%	11%
Oc1ccccc1-c1nnco1	·	-6%	-10%
CCN(CC)C(=O)C1CCCN(c2ccc([N+](=O)[O-])cc2/C=N/NC(=O)c2cccc(O)c2)C1 (centres undefined)	-6%	?	?
COc1cc([N+](=O)[O-])ccc1NC(=O)CSc1nncn1-c1cccnc1	-9%	?	0.52µM*
O=C(NCc1ccccc1)C12CC3CC(CC(Cl)(C3)C1)C2	-3%	2%	-24%
CCOc1ccc(CN(C)C(=O)CNC(=O)c2ccc(Br)o2)cc1OC	-3%	18%	-21%
C[C@@H](c1ccccc1)N1C[C@@H](COCc2ccccc2)Oc2cc(N3CCC[C@H]3CO)ccc2S1(=O)=O	·	?	21µM*
CCCCNC(=O)C1(C)CCCCN1C(=O)c1sccc1C (centres undefined)	·	-26%	-19%
CCOC(=O)CCNC(=O)CCc1nnc(CCCc2ccccc2)o1	-7%	?	3%
CCOC(=O)C1CCN(S(=O)(=O)c2ccc(N3CCCCS3(=O)=O)cc2)CC1	-6%	-6%	-29%
CCc1nnc(NC(=O)c2cccc(S(=O)(=O)N(C)c3ccc(OC)cc3)c2)s1	-5%	-8%	-20%
CCCCCCN1C=CC(=C2C(=O)c3ccccc3C2=O)C=C1	-3%	?	?
COc1ccc(-c2nnc(SC(=O)N3c4ccccc4Sc4ccccc43)o2)cc1	-10%	8.2µM*	7.9µM*

In another format: three of the compounds above
molecule | KAT2A inh | DT40 TDP1 CPT | TDP1 cell noCPT
COc1cc([N+](=O)[O-])ccc1NC(=O)CSc1nncn1-c1cccnc1 | -9% | ? | 0.52µM*
O=C(NCc1ccccc1)C12CC3CC(CC(Cl)(C3)C1)C2 | -3% | 2% | -24%
CCOc1ccc(CN(C)C(=O)CNC(=O)c2ccc(Br)o2)cc1OC | -3% | 18% | -21%

4 compounds out of the list, arranged by formula weight, falling.
SMILES	KAT2A inh	DT40 TDP1 CPT	TDP1 cell noCPT
COc1ccc(CNC(=O)CN2C(=O)NC3(CCCCCCC3)C2=O)cc1	-5%	2%	-14%
O=C(C[n+]1ccnc2ccccc21)c1ccc(Cl)cc1	·	15%	?
CCCCCCOc1ccc(-c2ccc(C#N)cn2)cc1	-4%	-26%	-20%
Cn1cc(C(=O)NCN2CCCCC2)c2ccccc21	1%	-24%	-2%

Additional compounds follow.
SMILES	KAT2A inh	DT40 TDP1 CPT	TDP1 cell noCPT
CSc1ccccc1NC(=O)c1cc(S(=O)(=O)N(C)C)ccc1N1CCCC1	?	-16%	-18%
COCCNC(=O)[C@@H]1CCCN1C(=O)C1CCN(S(=O)(=O)c2ccc(C)cc2)CC1	-8%	-7%	15%
O=C1c2ccccc2C(=O)N1Cc1nc(-c2ccncc2)no1	-8%	-10%	-15%
COc1cc(OC)cc(-c2c(Sc3ccccc3)c3cc(-c4ccc(OC)c(F)c4)ccc3n2C)c1	·	-9%	-7%
CC(C)CCNC(=O)NC(=O)COC(=O)/C=C/c1cnc2ccccc2n1	-2%	?	?
Cc1csc(NC(=O)c2ccc3c(=O)n4c(nc3c2)CCCCC4)n1	-3%	-22%	?
COc1cc(C#Cc2ccc3cc(CCO)oc(=O)c3c2)cc(OC)c1	-15%	?	18µM*
CCc1nc2ccccc2n1CCCCOc1cccc(C)c1	-6%	?	23µM*
COc1ccccc1N1CCN(C(=O)c2ccc3ncsc3c2)CC1	·	6.5µM*	2.3µM*
CCOc1ccc(CC(=O)Nc2cc(=O)n(C)c(=O)n2C)cc1	2%	-12%	?
C=CCn1c(SCC(=O)Nc2cccc3ccccc23)nc(O)c(CC)c1=O	7%	-10%	-13%
C=CCC1(CC=C)CCCN1C(=O)CC1C(=O)NCCN1Cc1ccccc1OC (centres undefined)	-3%	-24%	?
COC(=O)[C@@]12CCCCN1[C@H](c1ccc(-c3cc(C(C)=O)cs3)c(OC)c1)[C@H]1C(=O)N(C)C(=O)[C@H]12	1%	4.1µM*	2.9µM*
CCCCCCCC(=O)N/N=C(/C)c1c(O)cc(C)oc1=O	-3%	?	?
COC(=O)c1ccccc1NC(=O)CCCS(=O)(=O)c1nc(-c2ccccc2OC)cc(C(F)(F)F)n1	-4%	0%	-21%
COc1ccc(C(C)=O)cc1COC(=O)c1ccc(C)c(S(=O)(=O)N2CCOCC2)c1	-3%	?	?
CN1CCN(S(=O)(=O)c2ccc(N(C)Cc3c(F)cccc3Cl)nc2)CC1	-4%	?	?
COc1ccc(-n2ncc3c2CC(C)(C)CC3NC(=O)CCc2c(C)nn(C)c2C)cc1 (centres undefined)	-5%	?	-3%
CCCCOC(=O)C1=C(C)Nc2ncnn2C1c1ccc(OC)c(OC)c1OC (centres undefined)	-3%	-14%	?
CCOC(=O)CCSCC(=O)N1N=C(c2cccs2)CC1c1ccc(C)cc1 (centres undefined)	-3%	?	?
C#CCOCCOCCOCCNc1nc(N2CCN(C(=O)[C@H]([C@@H](C)CC)n3cc([C@@H](N)Cc4ccc(O)cc4)nn3)CC2)nc(N2CCN(C(=O)[C@H](CCCCN)n3cc([C@@H](N)C(C)CC)nn3)CC2)n1 (some centres undefined)	-5%	3%	2%
c1ccc(Cn2ccc(-c3cnc(-c4ccccc4)s3)n2)cc1	-6%	?	18µM*
